Screening results (PubChem)
aDG glyco up: alpha-DG glycosylation activation. activation, % at 10 µM. hit rate 0.22% among 360,000. AID 624168. Pro5-aDG cells, alpha-DG glycosylation AlphaScreen (IIH6); 0% Pro5, 100% B10-LARGE cell signal;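 active = activation of at least 8% versus controls, or a plate z-score of at least 8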;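 note: Pro5 are CHO cells carrying HIG-tagged alpha-DG that lacks glycosylation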
CaV13 FRET inh: Disruptors of the CACNA1D IQ motif to Ca2+-dependent inactivation inhibitor domain association, primary screening, Förster resonance energy transfer in intact living … | HEK cells, CFP/YFP FRET ICDI-IQ, plate reader, 10 min; percent FRET-ratio fall versus neutral wells | inhibition, % at 12.3 µM | hit rate 0.098% among 340,000;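 active = mean replicate inhibition of at least 30% and at least 1% of replicates passing that level; inconclusive = only one of the two criteria is met; inactive = neither criterion is met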;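 note: 0% = median of the neutral control wells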
PDI turbidity: blocks human protein disulfide isomerase activity; AID 588391; PDI insulin aggregation turbidity, A650, 90 min; hit rate 0.052% among 350,000; P07237; inhibition, % at 10 µM;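 active = mean inhibition across replicates of 30% or more, whatever share of single replicates reach that level; inconclusive = mean inhibition below 30% while every single replicate reaches 30%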;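 note: absorbance from insulin aggregation driven by PDI reduction with DTT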
Target sequence (P07237 whole entry, looked up): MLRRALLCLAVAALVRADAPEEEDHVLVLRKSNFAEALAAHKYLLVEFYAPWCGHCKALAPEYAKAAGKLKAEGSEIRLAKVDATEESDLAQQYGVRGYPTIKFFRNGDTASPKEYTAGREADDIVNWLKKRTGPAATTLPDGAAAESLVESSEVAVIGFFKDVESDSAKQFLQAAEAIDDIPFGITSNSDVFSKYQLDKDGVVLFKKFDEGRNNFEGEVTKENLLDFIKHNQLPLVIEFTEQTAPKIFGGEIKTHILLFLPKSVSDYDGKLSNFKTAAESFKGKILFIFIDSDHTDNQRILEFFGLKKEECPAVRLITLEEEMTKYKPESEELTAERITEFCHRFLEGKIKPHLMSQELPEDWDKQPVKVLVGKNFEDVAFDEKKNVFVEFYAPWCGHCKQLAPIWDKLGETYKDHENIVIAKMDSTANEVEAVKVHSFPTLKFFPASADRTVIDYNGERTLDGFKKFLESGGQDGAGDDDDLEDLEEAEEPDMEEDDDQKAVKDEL
TRPM1 prom inh: reduces MITF-dependent TRPM1 promoter luciferase signal; SK-MEL-5 TRPM1 promoter luciferase, 24 h; inhibition, % at 12.5 µM; hit rate 0.83% among 330,000; AID 488899;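 active = mean inhibition across replicates of 60% or more, whatever share of single replicates reaches that level; inconclusive = some that reach 60%, reason not given; inactive = mean inhibition across replicates below 60%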; note: values of inactives mirror those of a sister screen read the other way
HIF-2a inh: HIF-2a inhibition. AID 624352. inhibition, % at 18.8 µM. hit rate 0.72% among 360,000. 786-0 RCC cells HIF-2a reporter, luciferase luminescence, overnight;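 active = inhibition of the luminescence signal of 40% or more relative to plate controls, in a single-dose primary screen at 18.75 µM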
hiPSC survival: increases survival of single human iPS cells | hiPSC single-cell survival, ATPlite luminescence; 100% = ROCK inhibitor wells, 0% = DMSO | survival enhancement, % at 20 µM | hit rate 0.044% among 360,000; in the data active = survival enhancement above about 18%;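 note: cells exposed to compounds for 16 hours before the ATP read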
NR2E3 ag-1: activates human photoreceptor nuclear receptor NR2E3; Q9Y5X4; GST-NR2E3/biotin-RetCOR TR-FRET, 1536-well; inhibition of corepressor binding, % at 4.78 µM; hit rate 0.12% among 320,000; AID 2300;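 active = percent inhibition above the cutoff of mean plus 3 SD of all tested compounds, set per screening campaign, cut at about 20% in these data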;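 note: 0% = DMSO wells and 100% = biotin wells as full block of FRET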
Target sequence (Q9Y5X4 whole entry, looked up): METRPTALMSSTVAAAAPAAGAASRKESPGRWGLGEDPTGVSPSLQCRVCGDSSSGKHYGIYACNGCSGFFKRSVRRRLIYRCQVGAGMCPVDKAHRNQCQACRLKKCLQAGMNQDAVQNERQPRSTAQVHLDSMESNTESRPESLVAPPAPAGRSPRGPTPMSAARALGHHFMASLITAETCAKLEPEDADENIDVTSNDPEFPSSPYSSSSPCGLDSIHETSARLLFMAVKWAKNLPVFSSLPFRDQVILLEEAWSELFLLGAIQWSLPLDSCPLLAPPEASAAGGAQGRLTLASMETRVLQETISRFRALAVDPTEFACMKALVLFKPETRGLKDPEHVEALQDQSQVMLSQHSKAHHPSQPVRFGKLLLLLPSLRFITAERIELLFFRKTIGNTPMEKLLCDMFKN
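Format: 1536-well format; test system: GST-NR2E3 and biotin-RetCOR proteins; read-out basis: percent inhibition of TR-FRET ratio; timing: 5 h incubation at 4 °C; detection: time-resolved FRET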
Granule exo inh: blocks lytic granule exocytosis; TALL-104 LAMP-1 surface exposure, flow cytometry; cells stimulated with thapsigargin and PMA; inhibition, % at 10 µM; hit rate 0.66% among 360,000; AID 651702;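 active = inhibition above about 55%, limit read from the data; inconclusive = no clear call, values can overlap the other calls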
Vif inh: inhibitors of HIV Vif. HEK293T cells, Vif self-association by quenched fluorescence, imaging, 24 h. inhibition, % at 7.49 µM. hit rate 0.35% among 340,000. AID 602346; in the data active = inhibition above about 50%, passing the limit was not always enough; inconclusive = no clear call, values can overlap the other calls; inactive = below about 31%; note: some results filed as inactive read as strong as hits
NR2E3 ag-2: agonists of human NR2E3 nuclear receptor | Q9Y5X4 | CHO-S Gal4-NCOR/VP16-NR2E3 two-hybrid, luciferase | inhibition of corepressor binding, % at 3.98 µM | hit rate 0.35% among 360,000 | AID 602229;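 active = inhibition above the mean of all tested compounds plus 3 SD, cut at about 70% in these data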;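 note: 0% = DMSO with NR2E3 transfected cells and 100% = cells lacking NR2E3 construct; higher means lower luciferase signal from less NR2E3 corepressor binding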
Peg3 prom inh: Peg3 promoter activity inhibition; hit rate 1.7% among 360,000; inhibition, % at 20 µM; HeLa PEG-Prom luciferase reporter, luminescence, overnight;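 active = inhibition of at least 50% at 20 µM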
Starred values were filed as active, the others as inactive; ? = inconclusive; nt = no result given.

SMILES	aDG glyco up	CaV13 FRET inh	PDI turbidity	TRPM1 prom inh	HIF-2a inh	hiPSC survival	NR2E3 ag-1	Granule exo inh	Vif inh	NR2E3 ag-2	Peg3 prom inh
CN(C(=O)CCc1nc2ccccc2s1)c1ccccc1	-0.2	-9	5	-18	-77	-0.3	1	2	-3	1	-37
COc1ccc(N/C=C2\C(=O)CCc3c2oc2cc(Cl)c(O)c(Cl)c32)cc1	-0.4	-7	5	2	4	-0.1	7	-8	-4	-11	21
Cc1ccc(-c2c(C(=O)O)c3ccccc3[nH]c2=O)cc1	0.0	-6	1	3	11	1.5	1	9	-1	2	6
c1ccc(NC2=Nc3ccccc3CC2)cc1	0.0	-5	-4	-89	-229	0.6	4	4	10	-37	-202
COc1ccc(NC(=O)NNC(=O)COc2ccc3cc(Br)ccc3c2)c(OC)c1	-0.2	nt	-5	4	11	-0.3	-23	-1	-7	-28	22
CCCCN(C(=O)CSc1nnc(-c2ccco2)o1)c1c(N)n(Cc2ccccc2)c(=O)[nH]c1=O	0.0	3	-7	2	-26	-0.2	2	-1	-12	-5	-22
Cc1ccc(NC(=O)CCNS(=O)(=O)c2ccccc2)c(C(=O)c2ccccc2)c1	0.4	-5	-6	15	3	-0.2	-1	4	4	-4	-1
CCc1ccc2c(c1)NC(=O)C2(C)Cc1ccc(C(F)(F)F)nc1 (stereo unspecified)	0.0	-11	2	nt	4	-3.1	nt	1	-4	-23	-3
O=C(OCc1nnc(-c2ccc(Cl)cc2)o1)C12CC3CC(CC(O)(C3)C1)C2	0.4	-4	-1	-36	-174	0.6	-1	0	-6	-22	-222
O=C(CSCc1c(F)cccc1Cl)NCCc1ccccc1	0.0	-2	1	-8	-81	0.1	1	-7	3	-24	-47
CC1CCC(C(C)C)C(NC(=O)c2ccncc2)C1 (stereo unspecified)	0.2	nt	nt	nt	4	-0.5	nt	24	-4	-11	-4
CN1CCc2nc(NC(=O)c3cccc(OC(F)F)c3)sc2C1	-0.1	-7	1	-44	-116	1.5	2	-2	-3	-28	-87
CCN(Cc1ccc(OC)c(F)c1)C(=O)CCl	-0.6	-2	-2	75*	13	-4.0	-2	0	0	-6	40
Cc1c(C(=O)O)nn(-c2cccc(C(F)(F)F)c2)c(=O)c1C#N	0.2	-79	-5	14	14	-0.8	0	2	3	-20	4
CC1CC(C)CN(C(=O)c2ccc(S(=O)(=O)N3CCCCC3)cc2)C1 (stereo unspecified)	0.0	nt	-4	12	8	-0.4	3	0	10	5	26
Nc1ccc(CC(N)c2csc(Nc3nncc4ccccc34)n2)cc1 (stereo unspecified)	1.3	-5	4	nt	-6	-1.0	nt	-8	2	-5	9
CN(C(=O)c1cccc(N2C(=O)C3CC=CCC3C2=O)c1)C1CCCCC1 (stereo unspecified)	-0.1	-9	1	2	1	1.6	-1	-1	5	-1	7
CCOC(=O)c1c(S(=O)(=O)NCC(=O)Nc2ccc(C)cc2)c(C)n(C)c1C	-0.1	-7	-5	8	10	0.1	3	12	5	-31	4
Cn1nccc1C(=O)N1CCN(c2ccc(F)cc2)CC1	0.6	-5	-5	2	3	0.3	1	0	14	-17	1
O=C1CN(C(=O)CN2CCN(S(=O)(=O)c3ccccc3)CC2)c2ccccc2N1	0.0	-5	-4	nt	3	-0.8	nt	10	16	-7	0
COc1ccc(/C=C/C(=O)C2CC2)cc1COc1c(C)cccc1C	0.0	-4	-1	13	15	-0.5	-2	-2	0	-5	21
Cc1ccc(C(C)NC(=O)c2cccs2)cc1C (stereo unspecified)	-0.2	12	3	8	15	-0.2	-6	-3	5	14	18
Cc1ccc(S(=O)(=O)Nc2cccc(-c3ccc(N4CCCCCC4)nn3)c2)cc1C	0.1	-8	2	-58	-146	-0.5	-2	-1	-4	-74	-141
COc1ccc(OCc2cc(C(=O)N3C[C@H]4CC[C@H]3C4)no2)c(Cl)c1	-0.2	-6	1	-79	-237	-0.4	3	-2	-2	-80	-195
Cc1ccc(S(=O)(=O)N2CC(O)C[C@H]2C(=O)OCC(=O)c2ccccc2)cc1 (stereo partly specified)	-0.1	-4	2	0	0	-1.9	2	-3	0	-21	6
Cc1cccc(NS(=O)(=O)c2cccc(C(=O)NCC3(N4CCCCC4)CCCCC3)c2)c1	-0.1	-6	-2	-17	5	0.2	-3	4	16	13	-5
O=C(CN1CCCC1)N1CCCc2ccccc21	0.0	-7	4	-11	12	3.6	-1	1	?	-16	8
COc1cccc(CNC(=O)c2cccc(S(=O)(=O)N3CCN(C)CC3)c2)c1	0.5	-12	3	-6	4	0.1	1	2	-5	16	7
Cc1ccc(S(=O)(=O)Nc2ccc(C(N)=O)cc2)cc1[N+](=O)[O-]	-0.4	-5	14	10	22	2.2	-2	-3	-4	-3	20
COC(=O)c1c(NC(=O)c2ccccc2C(=O)O)sc2c1CCC2	-0.1	-3	-5	-3	3	-0.2	-1	14	9	13	-1
Cc1cccc(NC(=O)/C(C#N)=C/c2ccc[nH]2)c1C	-0.2	-6	-2	-12	-164	0.2	nt	-3	5	-69	-92
CCOc1ccccc1N(CC(=O)NC1CCCCC1)C(=O)CCC(=O)Nc1cc(C)ccn1	0.1	-2	-1	11	15	0.0	3	10	4	-16	1
O=C(NCc1ccco1)c1cccn2c(=O)c3c4c(sc3nc12)CCCC4	-0.3	-4	-3	6	-6	2.2	-4	1	8	-26	-13
CC(=O)NCCC(=O)Nc1cc(S(=O)(=O)N2CCOCC2)ccc1N1CCCC1	-0.1	-6	7	0	18	-0.6	-2	-2	-3	-16	-9
CC(CNC(=O)COC(=O)c1cccnc1Cl)c1ccccc1 (stereo unspecified)	0.0	-6	0	7	10	-0.5	nt	3	-1	19	-12
COc1ccc(/C=C/C(=O)Nc2ccccc2C(=O)O)cc1	0.4	-2	1	-5	-50	-0.9	-1	-2	3	-76	-89
COc1ccc(NC(=O)C2(C)CCN2Cc2ccccc2OC(F)F)cc1OC (stereo unspecified)	0.2	-12	2	nt	4	-1.6	nt	-4	-12	-28	9
CC(=NC(C)C)C1=C(O)CCC1=O	0.3	-5	13	-2	4	1.0	0	4	33	12	13
O=C(O)CCSC(=S)N1CCOCC1	0.0	-7	11	16	15	-0.4	1	2	-13	-5	-3
N#CC1=C(N)Oc2cc3ccccc3cc2C1c1cccs1 (stereo unspecified)	0.1	-4	-1	21	1	0.5	4	1	-9	-59	34
O=C(NCCc1c[nH]c2ccccc12)C1CCC(Cn2c(=S)[nH]c3ccccc3c2=O)CC1 (stereo unspecified)	0.9	-3	7	-1	20	3.8	-4	-2	-28	25	29
CC(=O)Oc1cc2oc(=O)c3c(c2cc1Cl)CCC3	0.0	-9	-4	4	-4	-1.2	5	1	nt	-13	-11
Cc1ccc(N(CC(=O)N/N=C/c2ccc(OC3CSC3)cc2)S(=O)(=O)c2ccccc2)cc1	-0.1	-12	1	-4	9	-0.5	1	-4	17	-3	8
Cc1ccnc(N2CCC(C(=O)Nc3ccc(Oc4ccccc4)cc3)CC2)n1	-0.2	-5	-3	-1	21	-0.3	0	-10	8	11	12
CCOc1cc(CNCCCN2CCOCC2)cc(Cl)c1OCC(=O)NC(C)(C)C	0.6	-20	14	-5	11	-0.7	-7	31	0	-8	-34
CCOC(=O)c1ccccc1NC(=O)COC(=O)C(CCSC)NC(=O)COc1ccccc1 (stereo unspecified)	0.0	nt	0	3	5	0.7	1	23	-13	-4	16
O=C(Oc1ccc(-c2cnc3ccccc3n2)cc1)c1ccc(Br)o1	0.3	-9	-7	-55	-256	-1.2	-205	-4	-2	-95	-219
CCOC(=O)C1CCCN(c2c(C(=O)c3ccccc3)cnc3ccc(OC)cc23)C1 (stereo unspecified)	-0.1	-5	nt	-6	21	-0.4	2	6	-9	-43	16
CCOC(=O)c1oc2ccccc2c1NC(=O)COc1cccc(OC)c1	0.0	-7	-9	7	1	-1.6	2	0	-11	-5	11
CCOc1ccc(-c2c(C#N)c(N)nc3sc(C(=O)c4ccccc4)c(N)c23)cc1	0.0	-6	-8	8	72*	0.2	-1	26	-4	7	7
CCn1c(=N)n(CC(O)c2ccco2)c2ccccc21 (stereo unspecified)	-0.1	-7	-8	8	14	0.2	0	0	4	14	3
CCCCNc1ccc(S(=O)(=O)c2cccc([N+](=O)[O-])c2)cc1[N+](=O)[O-]	-0.1	-4	3	9	12	0.2	-1	4	11	-11	17
O=C(O)c1cc(Cl)c(Cl)cc1C(=O)N1CCCC1	-0.1	-7	-2	5	17	-2.9	2	-1	11	2	6
C/C(CCC(=O)O)=N/Nc1ccc([N+](=O)[O-])cc1[N+](=O)[O-]	0.0	-5	-2	2	14	-0.7	4	0	2	-10	10
O=C1CN(S(=O)(=O)c2cccc(Br)c2)CCN1	0.0	-17	3	5	-1	0.5	nt	12	22	0	0
Cc1cc(NS(=O)(=O)c2ccc(NC(=S)Nc3ccc(Cl)cc3C)cc2)no1	0.1	-20	-10	14	13	1.8	-1	-3	-1	-17	3
CCOC(=O)C1(C)CCCN(C(=O)c2cc(C#N)cs2)C1 (stereo unspecified)	0.2	-8	-4	nt	6	-1.6	nt	-5	24	8	-7
COc1ccc(/C=N/Nc2cc(C)nc3ccc(OC)cc23)c(OC)c1	-0.5	-74	24	85*	92*	-0.7	-2	52	92*	-30	107*
CC(C)(C)NC(=O)CSc1ccc(C(C)(C)C)cc1	-0.1	-4	2	-3	-14	1.4	0	-1	-7	17	-2
COc1ccc(/C=C/C(=O)OCC(=O)NCCC2=CCCCC2)cc1OC	0.0	-2	3	-1	15	1.5	-2	-2	-7	-5	6
C=CCn1c(NC(=O)c2ccc(Br)o2)c(C(=O)OCC)sc1=S	-0.1	-9	-1	6	2	1.1	-1	-7	nt	-27	5
CC(OC(=O)/C=C/c1ccc2ccccc2n1)C(=O)N(C)c1ccccc1 (stereo unspecified)	1.6	-6	-4	11	-67	0.1	-4	0	-2	-13	-5

One compound at a time, from the list above.
Entry for O=C(Oc1ccc(-c2cnc3ccccc3n2)cc1)c1ccc(Br)o1 → aDG glyco up = 0.3; CaV13 FRET inh = -9; PDI turbidity = -7; TRPM1 prom inh = -55; HIF-2a inh = -256; hiPSC survival = -1.2; NR2E3 ag-1 = -205; Granule exo inh = -4; Vif inh = -2; NR2E3 ag-2 = -95; Peg3 prom inh = -219
Entry for O=C1CN(S(=O)(=O)c2cccc(Br)c2)CCN1 → aDG glyco up = 0.0; CaV13 FRET inh = -17; PDI turbidity = 3; TRPM1 prom inh = 5; HIF-2a inh = -1; hiPSC survival = 0.5; NR2E3 ag-1 = nt; Granule exo inh = 12; Vif inh = 22; NR2E3 ag-2 = 0; Peg3 prom inh = 0
